Screens (PubChem BioAssay)
PMI activator – activators of human phosphomannose isomerase; purified human PMI, coupled resazurin fluorescence, 20 min; hits give high values; 1 = vehicle control, 0 substrate-free wells; activation factor at 20 µM; hit rate 0.005% among 190,000;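 active = activation factor of 2 or more at 20 µM, relative to plate controls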
PPARg SRC-2 ag – promotes SRC-2 coactivator recruitment by human PPARgamma | hit rate 0.34% among 200,000 | activation, % at 8 µM | AID 1032 | P37231 | PPARgamma LBD-SRC-2 recruitment, biochemical; in the data active = activation above about 22%;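 note: 0% = vehicle and 100% = reference agonist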
Target sequence (P37231 whole entry, looked up, the tested form may be a part): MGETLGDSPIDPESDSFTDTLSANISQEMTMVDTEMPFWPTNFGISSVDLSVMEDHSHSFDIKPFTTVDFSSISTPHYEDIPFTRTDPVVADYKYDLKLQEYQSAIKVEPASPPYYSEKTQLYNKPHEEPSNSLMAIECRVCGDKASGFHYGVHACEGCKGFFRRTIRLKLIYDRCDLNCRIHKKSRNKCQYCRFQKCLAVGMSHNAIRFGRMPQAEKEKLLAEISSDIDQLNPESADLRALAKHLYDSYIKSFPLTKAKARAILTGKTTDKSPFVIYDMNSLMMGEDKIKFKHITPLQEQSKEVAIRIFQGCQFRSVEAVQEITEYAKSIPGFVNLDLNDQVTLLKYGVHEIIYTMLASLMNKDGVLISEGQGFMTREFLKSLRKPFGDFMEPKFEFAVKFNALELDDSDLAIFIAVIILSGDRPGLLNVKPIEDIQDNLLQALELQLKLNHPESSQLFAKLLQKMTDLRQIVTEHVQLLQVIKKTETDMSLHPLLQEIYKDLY
TR-FRET SRC-2 ct – flags TR-FRET format artefacts in PPARgamma SRC-2 recruitment agonist screen. TR-FRET ratio at 8 µM. TR-FRET artefact counter-screen; hits give high values. hit rate 0.4% among 200,000. AID 1049; in the data active = TR-FRET ratio above about 2000; note: inactives centre near 1500
Diaphorase act – diaphorase activation or chemical reduction counter-screen; Diaphorase/resazurin coupled assay, resorufin fluorescence, 16 min; hits give high values; 1 = vehicle wells, 0 = NADH-free wells; activation factor at 20 µM; hit rate 0.005% among 190,000; AID 1229;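 active = diaphorase activity raised at least twofold by the compound at 20 µM; inactive = activation factor below 2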
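Test system: Clostridium kluyveri diaphorase, purified enzyme; input: enzyme 0.07 U/mL final; buffer or medium: 50 mM HEPES pH 7.4 with 4.542 mM MgCl2, 0.005% Tween 20; also added: 0.114 mM NADH and 0.1 mM resazurin, final amounts; schedule: 16 min enzyme reaction, ambient temperature; technique: fluorescence of resorufin, 544 nm excitation, 590 nm emission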
Diaphorase inh – counter-screen for diaphorase-based assays: diaphorase inhibitors and chemical oxidizers. inhibition, % at 20 µM. AID 1217. hit rate 0.69% among 190,000. diaphorase resazurin-to-resorufin fluorescence, NADH, 16 min; bacterial (C. kluyveri) enzyme, not human;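 active = primary screen inhibition at 20 µM above a set limit, cut at about 50% in these data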;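 note: plate controls were DMSO with full reaction for no effect and wells lacking NADH for full effect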
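Test system: Clostridium kluyveri diaphorase enzyme / Quantity: diaphorase at 0.14 U/mL in enzyme working solution / Incubation: 16-min room-temperature incubation before reading / Benchmarks: NADH-free wells as positive control, DMSO-only neutral wells / Signal: resorufin fluorescence 544/590 nm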
PMI act satM6P – PMI (human) activation, high substrate; coupled PMI enzyme assay, resazurin fluorescence, 20 min; hits give high values; 1 = untreated enzyme, 0 = substrate-free blank; activation factor at 20 µM; hit rate 0.34% among 190,000; AID 1216;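 active = activation factor of 2 or more at 20 µM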
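Test system: human phosphomannose isomerase with PGI, G6PDH, diaphorase coupling enzymes / Doses: 20 µM compound, 1% DMSO / Times: enzyme reaction with compound 20 min at room temperature / Measured by: Diaphorase-driven resazurin-to-resorufin fluorescence, excitation 544, emission 590 nm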
G6PDH CS – inhibits Leuconostoc G6PDH, flagging false hits in G6PDH-based assays | Purified L. mesenteroides G6PDH, diaphorase/resazurin coupled fluorescence, 45 min | AID 1020 | hit rate 0.12% among 200,000 | inhibition, % at 5 µM; in the data active = inhibition above about 50%
PPARg SRC-1 ag – agonists of human PPARgamma SRC-1 coactivator recruitment; P37231; PPARgamma-SRC-1 coactivator recruitment biochemical assay; activation, % at 8 µM; hit rate 0.41% among 200,000; in the data active = activation above about 19%;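 note: 0% = DMSO and 100% = reference agonist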
PPARg SRC-3 ag – agonists of human PPARgamma SRC-3 coactivator recruitment | P37231 | biochemical PPARgamma/SRC-3 coactivator recruitment assay | activation, % at 8 µM | hit rate 0.26% among 200,000; in the data active = activation above about 23%;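 note: 0% = DMSO and 100% = reference agonist; some compounds past the cut are filed as inactive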
S1P3 antag – antagonists of human S1P3 receptor. Q99500. CHO S1P3 NFAT-BLA reporter, FRET fluorescence, antagonist mode. inhibition, % at 4.98 µM. hit rate 0.27% among 170,000;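 active = inhibition above the plate cutoff, the mean inhibition of test wells on that plate plus 3 SD, cut at about 28% in these data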;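 note: cells challenged with S1P at its EC80 of 0.8 µM; blue over green emission ratio from cleaved BLA substrate after 4 h stimulation; 0% = S1P-stimulated wells and 100% = unstimulated DMSO-only wells; some compounds past the cut are filed as inactive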
Target sequence (Q99500 whole entry, looked up): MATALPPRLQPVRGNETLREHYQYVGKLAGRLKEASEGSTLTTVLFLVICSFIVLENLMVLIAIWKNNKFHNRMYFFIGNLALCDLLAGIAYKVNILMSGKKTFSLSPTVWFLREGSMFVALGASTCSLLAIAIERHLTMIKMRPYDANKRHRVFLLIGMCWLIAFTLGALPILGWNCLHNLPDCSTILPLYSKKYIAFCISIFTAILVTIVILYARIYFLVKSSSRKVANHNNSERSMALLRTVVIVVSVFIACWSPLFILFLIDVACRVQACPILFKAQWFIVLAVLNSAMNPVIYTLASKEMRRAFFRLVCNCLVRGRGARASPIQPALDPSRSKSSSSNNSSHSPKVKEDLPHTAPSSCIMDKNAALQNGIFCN
ROMK primary – modulates human ROMK potassium channel activity; P48048; Tet-inducible ROMK, thallium flux fluorescence; actives lie on both sides; B-score at 10 µM; hit rate 2% among 130,000; AID 1918;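 active = signal ratio slope over the read window, or its plate-corrected B-score, at least 3 SD from the plate mean, either direction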;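 note: B-score of the F/F0 ratio slope over 7 to 12 s after thallium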
The depositor's hits bear a star; . = not tested or not shown.

Sample of the layout, 15 compounds:
SMILES	PMI activator	PPARg SRC-2 ag	TR-FRET SRC-2 ct	Diaphorase act	Diaphorase inh	PMI act satM6P	G6PDH CS	PPARg SRC-1 ag	PPARg SRC-3 ag	S1P3 antag	ROMK primary
COc1cc(/C=C(/NC(=O)c2ccccc2)C(=O)Nc2ccc(O)cc2)c([N+](=O)[O-])cc1OC	0.8	6.7	1763	0.8	19.4	0.9	0.1	0.5	4.8	-6.3	.
CC(C)C(=O)OCCN=C1NS(=O)(=O)c2ccccc21	1	-1.1	1392	0.9	6.4	1	-2.4	2.6	-8.6	.	-0.561
Cc1cccn2c(Nc3ccccc3)c(-c3ccccn3)nc12	0.9	-3.2	1350	1	3.9	1	-0.1	1.8	-3.0	-6.2	0.265
COc1ccc(OCC(=O)N2CCOCC2)cc1	1	-6.2	1505	1	2.2	1	2.0	-4.1	4.3	0.2	.
COCCNC(=O)C(=O)Nc1ccc(Cl)cc1C	1.1	3.6	1564	1	3.4	1	2.5	10.6	5.4	-8.9	0.249
Cc1cc(OCC(O)CN(CCO)CCO)ccc1Cl (stereo not given)	1.1	6.6	1618	1.1	-6.8	1.1	-0.5	-1.9	-1.5	-11.3	.
CCCC(=O)Nc1ccc2oc(-c3ccncc3)nc2c1	1	2.7	1565	0.8	19.9	1	1.5	-2.6	-1.4	-29.7	0.934
CC(=O)CC(C)=NCCN=C(C)CC(C)=O	1	2.0	1417	0.9	11.6	1	1.9	-2.9	-3.0	-69.4	.
O=C(O)/C=C/C(=O)NNC(=O)c1ccc(Cl)cc1Cl	.	-3.9	1532	.	.	.	12.8	2.0	6.8	5.0	0.281
CCOC(=O)C1=C(CC)OC(N)=C(C#N)C1c1ccc(NC(C)=O)cc1 (stereo not given)	0.9	-8.7	1594	0.8	18.1	0.7	15.4	-6.1	-5.0	16.4	0.147
O=C(N/N=C/C=C\c1cccc([N+](=O)[O-])c1)c1ccccn1	1	7.2	1681	0.9	12.2	1	1.0	0.7	7.0	-3.4	.
Cc1ccc(C2(C)NC(=O)N(CC(=O)NC(=O)NC3CCCC3)C2=O)cc1 (stereo not given)	1	4.2	1520	0.9	11.9	1	0.7	2.5	-5.2	-0.7	.
Cc1ccc(NC(=S)NCCCN2CCOCC2)cc1	1	-4.0	1448	0.9	8.3	1.1	0.1	6.7	4.6	-15.4	-0.0504
O=S(=O)(c1ccc(F)cc1)N1CCCC(CO)C1 (stereo not given)	0.9	2.2	1506	0.9	12.6	1	2.2	-7.9	-6.6	17.2	.
Cc1ccc(C=Nc2cccnc2N)cc1	0.7	10.5	1653	0.6	36.3	0.4	1.6	3.0	8.1	-3.7	-0.396

The list itself, previewed entries included:
SMILES	PMI activator	PPARg SRC-2 ag	TR-FRET SRC-2 ct	Diaphorase act	Diaphorase inh	PMI act satM6P	G6PDH CS	PPARg SRC-1 ag	PPARg SRC-3 ag	S1P3 antag	ROMK primary
COc1cc(/C=C(/NC(=O)c2ccccc2)C(=O)Nc2ccc(O)cc2)c([N+](=O)[O-])cc1OC	0.8	6.7	1763	0.8	19.4	0.9	0.1	0.5	4.8	-6.3	.
CC(C)C(=O)OCCN=C1NS(=O)(=O)c2ccccc21	1	-1.1	1392	0.9	6.4	1	-2.4	2.6	-8.6	.	-0.561
Cc1cccn2c(Nc3ccccc3)c(-c3ccccn3)nc12	0.9	-3.2	1350	1	3.9	1	-0.1	1.8	-3.0	-6.2	0.265
COc1ccc(OCC(=O)N2CCOCC2)cc1	1	-6.2	1505	1	2.2	1	2.0	-4.1	4.3	0.2	.
COCCNC(=O)C(=O)Nc1ccc(Cl)cc1C	1.1	3.6	1564	1	3.4	1	2.5	10.6	5.4	-8.9	0.249
Cc1cc(OCC(O)CN(CCO)CCO)ccc1Cl (stereo not given)	1.1	6.6	1618	1.1	-6.8	1.1	-0.5	-1.9	-1.5	-11.3	.
CCCC(=O)Nc1ccc2oc(-c3ccncc3)nc2c1	1	2.7	1565	0.8	19.9	1	1.5	-2.6	-1.4	-29.7	0.934
CC(=O)CC(C)=NCCN=C(C)CC(C)=O	1	2.0	1417	0.9	11.6	1	1.9	-2.9	-3.0	-69.4	.
O=C(O)/C=C/C(=O)NNC(=O)c1ccc(Cl)cc1Cl	.	-3.9	1532	.	.	.	12.8	2.0	6.8	5.0	0.281
CCOC(=O)C1=C(CC)OC(N)=C(C#N)C1c1ccc(NC(C)=O)cc1 (stereo not given)	0.9	-8.7	1594	0.8	18.1	0.7	15.4	-6.1	-5.0	16.4	0.147
O=C(N/N=C/C=C\c1cccc([N+](=O)[O-])c1)c1ccccn1	1	7.2	1681	0.9	12.2	1	1.0	0.7	7.0	-3.4	.
Cc1ccc(C2(C)NC(=O)N(CC(=O)NC(=O)NC3CCCC3)C2=O)cc1 (stereo not given)	1	4.2	1520	0.9	11.9	1	0.7	2.5	-5.2	-0.7	.
Cc1ccc(NC(=S)NCCCN2CCOCC2)cc1	1	-4.0	1448	0.9	8.3	1.1	0.1	6.7	4.6	-15.4	-0.0504
O=S(=O)(c1ccc(F)cc1)N1CCCC(CO)C1 (stereo not given)	0.9	2.2	1506	0.9	12.6	1	2.2	-7.9	-6.6	17.2	.
Cc1ccc(C=Nc2cccnc2N)cc1	0.7	10.5	1653	0.6	36.3	0.4	1.6	3.0	8.1	-3.7	-0.396
CCn1nc(C(=O)OCC(=O)c2ccc3c(c2)OCCO3)c2ccccc2c1=O	1	-4.0	1606	0.9	9.3	1	2.4	2.7	3.1	.	-1.04
CN(C[C@H](Cc1ccccc1)N(C[C@@H](CC1CCCCC1)N(CCc1ccccc1)N=O)N=O)N=O	1	-4.0	1291	0.8	18.2	1	16.3	-5.4	-3.0	-2.5	.
COc1nc(C)c2cc(C)oc2n1	1	5.4	1512	0.9	13.4	1	-11.3	-2.0	5.0	4.2	-0.34
CN(CCOc1ccc(-c2ccn(S(=O)(=O)c3c(Cl)cccc3Cl)n2)cc1)c1ccccn1	1	13.9	1506	0.9	13.0	0.9	2.5	5.2	17.3	.	0.126
Cc1cc2c(c(=O)n1Cc1ccccn1)C(C(C)C)C(C#N)=C(N)O2 (stereo not given)	1	-0.4	1659	0.9	8.1	1	6.5	12.9	14.5	-6.0	.
COc1ccc(CNC(=O)c2cccc(NC(=O)c3ccccc3)c2)cc1	.	1.3	1648	.	.	.	16.4	2.4	0.3	8.7	0.0923
Cc1ccc(C)c(C(=O)CN2C(=O)CCC2=O)c1	1	-5.3	1435	0.9	12.9	1	2.5	-1.7	5.8	75.2*	0.451
Cc1ncoc1C(=O)Nc1ncc([N+](=O)[O-])s1	1	7.6	1497	0.8	15.6	1	-3.6	3.2	3.2	5.9	0.551
COc1ccc(S(=O)(=O)Cc2ccc(C(=O)N3CCN(c4ccc(Cl)cc4)CC3)o2)cc1	0.9	-9.4	1406	0.7	32.7	0.9	6.8	4.2	0.7	3.8	.
COc1ccc(S(=O)(=O)Nc2nc3ccccc3nc2Nc2ccc3c(c2)OCO3)cc1	0.9	-3.6	1378	0.9	11.4	0.9	-13.6	-1.8	-3.0	-10.2	-0.627

The list goes on.
SMILES	PMI activator	PPARg SRC-2 ag	TR-FRET SRC-2 ct	Diaphorase act	Diaphorase inh	PMI act satM6P	G6PDH CS	PPARg SRC-1 ag	PPARg SRC-3 ag	S1P3 antag	ROMK primary
O=C(O/N=C1/CCCc2occc21)c1ccc(F)cc1	1	5.6	1716	0.9	6.5	1	-1.5	6.1	4.6	-14.4	-0.86
Cc1ccc(NC(=S)N2CCN(S(=O)(=O)c3c(F)cccc3F)CC2)cc1C	0.9	6.5	1709	0.8	17.5	0.9	8.0	6.2	0.8	-1.2	-0.0139
Cn1c(SCC(=O)N2CCc3ccccc3C2)nnc1-c1cccs1	1	7.5	1605	0.9	7.9	1	-11.4	-0.3	13.0	-1.4	.
CCOC(=O)CNC(=O)C1(c2ccccc2)CCCC1	0.9	0.3	1457	0.9	10.6	1	-2.3	8.1	-5.1	.	0.145
CC(C)CNc1oc(-c2ccc(F)cc2)nc1C#N	0.9	0.4	1544	0.8	18.6	0.9	-16.9	3.4	11.0	5.8	.
CN(C)c1nc(Oc2ccc(N)cc2)nc(N(C)C)n1	0.9	0.4	1479	1	2.1	1	-3.3	-5.3	-12.2	-2.1	.
Cc1ccc(CN(C(=O)c2cc(=O)c3cc(Cl)c(C)cc3o2)C2CCS(=O)(=O)C2)cc1 (stereo not given)	0.9	15.3	1672	0.7	28.5	0.9	-2.1	1.6	5.3	.	.
COc1ccc(NC2=NCC(=O)N2c2ccccc2F)c(OC)c1	1	8.4	1530	0.8	17.7	1	14.8	3.7	-5.0	-20.5	-0.439
Cc1ccc(CNC(=O)c2ccc(NC(=O)CCS(=O)(=O)c3cccs3)cc2)cc1	0.9	-0.3	1474	0.9	10.3	1	-2.2	1.5	-8.7	.	0.363
Cc1ccc(C(=O)N/C(=C\c2ccco2)C(=O)NCc2cccnc2)cc1	0.9	-1.6	1471	0.9	11.4	0.8	7.0	-1.7	7.7	1.2	0.541
CCOc1cc(S(=O)(=O)NCc2cccnc2)c(C)cc1C	1	-6.2	1533	0.8	15.6	1	6.9	14.7	2.0	-8.3	-0.104
CCOC(=O)NC(=O)/C(C=Nc1ccc(Cl)c(Cl)c1Cl)=C(\C)O	1.2	-0.5	1469	1	-1.6	1	-0.8	-1.3	0.3	-13.2	0.766
CCn1c2ccccc2c2cc(/C=N/n3c(C)nnc3C)ccc21	0.9	3.9	1528	0.8	18.4	1	0.3	-0.4	-9.8	.	0.864
O=C(CNC(=O)C(c1ccccc1)c1ccccc1)N/N=C/c1ccc(O)c([N+](=O)[O-])c1	1	-2.8	1416	0.9	14.6	0.9	-0.1	-3.6	-3.8	-0.5	-1.02
Fc1ccc(C2=NNC(=NCc3ccccc3)SC2)cc1F	1	10.5	1747	1	2.3	1.1	1.8	2.0	1.1	8.7	-2.97*
